# Assay outcomes from PubChem.
# mut p53 react: mutant p53 pathway re-activators, primary screen, cell-based, SW480, luciferase, single point, HTS. SW480 PUMA-promoter luciferase, p53 mutant reactivation. 1.5% of 28,000 active. activation, % at 9.98 µM; in the data active = activation above about 52%; inconclusive = no clear call, values can overlap the other calls
# STK33 kin inh: STK33 kinase inhibitors, primary screen, biochemical, luminescence, ADP-Glo, MBP substrate | inhibition, % at 12.5 µM | 0.44% of 27,000 active | AID 2322, 2010 | Serine/threonine-protein kinase 33 (Homo sapiens), Q9BYT3; in the data active = inhibition above about 20%; inconclusive = no clear call, values can overlap the other calls
# Target sequence (Q9BYT3 whole entry, looked up): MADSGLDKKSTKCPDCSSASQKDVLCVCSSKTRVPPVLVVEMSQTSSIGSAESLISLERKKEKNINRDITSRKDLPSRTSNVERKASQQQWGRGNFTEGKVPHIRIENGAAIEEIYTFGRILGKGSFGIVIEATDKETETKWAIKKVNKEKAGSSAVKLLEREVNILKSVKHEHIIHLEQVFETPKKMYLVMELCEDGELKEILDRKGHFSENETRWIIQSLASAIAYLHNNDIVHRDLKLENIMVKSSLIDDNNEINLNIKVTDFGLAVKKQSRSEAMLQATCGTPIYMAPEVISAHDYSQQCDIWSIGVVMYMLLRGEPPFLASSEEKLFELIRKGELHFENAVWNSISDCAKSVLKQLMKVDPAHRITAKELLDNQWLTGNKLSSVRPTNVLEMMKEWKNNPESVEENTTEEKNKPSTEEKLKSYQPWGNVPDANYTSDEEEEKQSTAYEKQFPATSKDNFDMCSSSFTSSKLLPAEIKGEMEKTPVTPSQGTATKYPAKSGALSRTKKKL
# * hit, by the source's call; ? = inconclusive; · = no result given. An excerpt; the hit share may differ from the screen's.
# Value order – mut p53 react | STK33 kin inh
Cc1cccc(C)c1OCC(O)CN1CCN(CCO)CC1 (configuration not stated)
    11 | 0
C[C@H]1CN([C@@H](C)CO)C(=O)c2cc(NC(=O)NC3CCCCC3)ccc2O[C@@H]1CN(C)CC1CCCCC1
    1 | ·
COC(=O)c1ccccc1NC(=O)COc1ccc2ccccc2c1Br
    -5 | 2
CC(C)NC(=O)Nc1cccc2c1O[C@@H](CN(C)CC1CC1)[C@H](C)CN([C@@H](C)CO)C2=O
    8 | ·
Cc1nc(SCC(=O)c2cc3ccccc3oc2=O)c(C#N)c(C)c1C
    17 | -3
CC(C)NC(=O)N(C)C[C@@H]1Oc2cc(-c3ccncc3)ccc2S(=O)(=O)N([C@@H](C)CO)C[C@H]1C
    1 | ·
C[C@@H]1CN([C@H](C)CO)C(=O)CCCn2cc(nn2)CO[C@@H]1CN(C)S(=O)(=O)c1ccc(-n2cccn2)cc1
    -8 | -1
COCCOC(=O)N1C(=O)[C@@]2(c3cc(C#Cc4ccc(OC)cc4)ccc31)[C@H](C(=O)N1CCN(c3ncccn3)CC1)[C@H]1C(=O)O[C@H](c3ccccc3)[C@H](c3ccccc3)N1[C@@H]2c1ccc(OCCO)cc1
    · | 3
COc1ccc2[nH]cc(CCNC(C)=O)c2c1
    · | 4
C[C@@H]1CN([C@@H](C)CO)C(=O)c2cc(NC(=O)c3ccccc3)ccc2O[C@@H](C)CCCCO[C@@H]1CN(C)C
    -1 | ·
COc1ccc(NC(=O)CN(c2ccc(Cl)cc2Cl)S(C)(=O)=O)cc1
    13 | -1
C[C@H]1CN([C@@H](C)CO)C(=O)c2cccc(NC(=O)C3CC3)c2O[C@H]1CN(C)C(=O)Nc1cccc2ccccc12
    0 | ·
CNC[C@@H]1Oc2c(N)cccc2C(=O)N([C@H](C)CO)C[C@H]1C
    6 | ·
O=C1O[C@@H](c2ccccc2)[C@@H](c2ccccc2)N2[C@@H](c3ccc(OCCO)cc3)[C@]3(C(=O)Nc4ccccc43)[C@@H](C(=O)NC[C@H](O)c3ccccc3)[C@H]12
    · | 8
COC(=O)C1=CO[C@@H](O[C@@H]2O[C@H](CO)[C@@H](O)[C@H](O)[C@H]2O)[C@H]2[C@@H]1[C@H](O)C[C@]2(C)O
    4 | -7
Cc1cccc2c1N(C)C(=O)C2(O)CC(=O)c1ccco1 (configuration not stated)
    -14 | -4
C[C@H](CO)N1C[C@H](C)[C@H](CN(C)Cc2ccc(F)cc2)Oc2ncc(-c3cccc(F)c3)cc2C1=O
    · | -2
O=C(Cn1cc(C(=O)c2cccs2)c2ccccc21)Nc1ccc(Br)cc1
    1 | 5
C[C@@H]1CN([C@H](C)CO)C(=O)c2cc(NC(=O)Cn3cnnn3)ccc2O[C@H]1CN(C)C
    · | 2
O=C(C[C@H]1C[C@@H]2c3cc(NC(=O)C4CCOCC4)ccc3O[C@@H]2[C@@H](CO)O1)NCc1ccc2c(c1)OCO2
    13 | ·
C[C@@H]1CN([C@H](C)CO)C(=O)c2cc(NC(=O)Nc3ccc4c(c3)OCO4)ccc2O[C@H]1CN(C)Cc1ccncc1
    3 | 7
CC(C)NC(=O)Nc1ccc2c(c1)C(=O)N([C@@H](C)CO)C[C@H](C)[C@H](CN(C)Cc1ccc3c(c1)OCO3)O2
    · | 0
CCN(CC)CCN1C2=C(C(=O)CC(C)(C)C2)C(c2cccc(F)c2)C2=C1CC(C)(C)CC2=O
    · | -2
CCNc1nc(NC(C)(C)C)nc(N(C#N)CC(=O)OC)n1
    1 | -3
C[C@@H]1CN([C@@H](C)CO)C(=O)c2cc(NC(=O)c3ccncc3)ccc2O[C@H]1CN(C)S(=O)(=O)c1cccs1
    7 | ·
CCC(C)C(O)C(C)(O)/C=C/C1=CC2=C(Cl)C(=O)C(C)(O)C(O)C2CO1 (configuration not stated)
    -6 | -2
COc1ccc(NC(=O)N(C)C[C@@H]2Oc3ccc(NC(=O)Cc4ccccc4)cc3CC(=O)N([C@@H](C)CO)C[C@@H]2C)cc1
    · | -4
CC(C)NC(=O)N(C)C[C@H]1Oc2ccc(N(C)C)cc2CC(=O)N([C@H](C)CO)C[C@@H]1C
    9 | ·
CC(C(=O)O)N(c1ccc(Cl)cc1)S(C)(=O)=O (configuration not stated)
    16 | 0
O=C(COc1ccc(Cl)cc1Cl)Nc1ccc2oc(-c3ccncc3)nc2c1
    29 | 3

# Exported in CSV form: 5 of the compounds above.
smiles,mut p53 react,STK33 kin inh
CCNc1nc(NC(C)(C)C)nc(N(C#N)CC(=O)OC)n1,1,-3
CCN(CC)CCN1C2=C(C(=O)CC(C)(C)C2)C(c2cccc(F)c2)C2=C1CC(C)(C)CC2=O,·,-2
CC(C)NC(=O)Nc1cccc2c1O[C@@H](CN(C)CC1CC1)[C@H](C)CN([C@@H](C)CO)C2=O,8,·
COc1ccc(NC(=O)CN(c2ccc(Cl)cc2Cl)S(C)(=O)=O)cc1,13,-1
CC(C)NC(=O)N(C)C[C@@H]1Oc2cc(-c3ccncc3)ccc2S(=O)(=O)N([C@@H](C)CO)C[C@H]1C,1,·

# Reprinted at random: three compounds from above.
# Value order – mut p53 react | STK33 kin inh
CC(C)NC(=O)N(C)C[C@H]1Oc2ccc(N(C)C)cc2CC(=O)N([C@H](C)CO)C[C@@H]1C
    9 | ·
CC(C(=O)O)N(c1ccc(Cl)cc1)S(C)(=O)=O (configuration not stated)
    16 | 0
CCNc1nc(NC(C)(C)C)nc(N(C#N)CC(=O)OC)n1
    1 | -3

# (listing goes on)
# Value order – mut p53 react | STK33 kin inh
COc1ccc(S(=O)(=O)N(C)C[C@H]2OCCCC[C@H](C)Oc3ccc(NS(=O)(=O)c4cn(C)cn4)cc3C(=O)N([C@@H](C)CO)C[C@@H]2C)cc1
    3 | ·
CNC[C@H]1Oc2ncc(C3=CCCC3)cc2C(=O)N([C@H](C)CO)C[C@H]1C
    1 | ·
COc1ccc(-n2c(SCCCN3C(=O)c4cccc5cccc(c45)C3=O)nnc2-c2ccncc2)cc1
    -3 | 1
C[C@@H]1CN([C@@H](C)CO)C(=O)c2cc(NC(=O)Nc3ccc4c(c3)OCO4)ccc2O[C@@H]1CN(C)Cc1ccc(-c2ccccc2)cc1
    · | 2
COc1ccc(CN(C)C[C@H]2Oc3c(NC(=O)Nc4ccc(OC)cc4)cccc3C(=O)N([C@H](C)CO)C[C@H]2C)cc1
    2 | ·
CC(C)COC(=O)N(C)C[C@@H]1OCc2ccccc2-c2c(n(C)c3ccccc23)C(=O)N([C@H](C)CO)C[C@H]1C
    -3 | ·
C[C@@H]1CN([C@H](C)CO)C(=O)Cc2cc(NC(=O)C3CC3)ccc2O[C@H]1CN(C)C(=O)NC1CCCCC1
    · | -2
C[C@H]1CN([C@@H](C)CO)C(=O)CCCn2nncc2CO[C@@H]1CN(C)Cc1ccc2c(c1)OCO2
    · | 9
C[C@@H]1CN([C@@H](C)CO)C(=O)Cc2cc(NS(=O)(=O)c3ccccc3)ccc2O[C@@H]1CN(C)C
    -2 | 2
Cc1noc(C)c1NC(=O)N(C)C[C@@H]1Oc2ccc(NS(=O)(=O)c3cccs3)cc2CC(=O)N([C@H](C)CO)C[C@H]1C
    · | 0
C[C@H]1CN([C@@H](C)CO)C(=O)Cc2cc(NC(=O)Cn3cnnn3)ccc2O[C@@H]1CN(C)S(=O)(=O)c1cccs1
    · | 0
C[C@@H]1CCCCO[C@H](CN(C)C(=O)c2ccncc2)[C@H](C)CN([C@H](C)CO)C(=O)c2cc(N(C)C)ccc2O1
    7 | ·
C[C@@H]1CN([C@@H](C)CO)C(=O)c2cc(NS(=O)(=O)c3ccccc3)ccc2O[C@H]1CN(C)S(=O)(=O)c1ccccc1
    4 | -1
COC(=O)C1=COC(OC2OC(CO)C(O)C(O)C2O)C2C1C=CC2(O)CO (configuration not stated)
    0 | 0
COc1ccccc1N1CC(C(=O)Nc2cccc(C(=O)O)c2)CC1=O (configuration not stated)
    10 | -3
C[C@H]1CN([C@@H](C)CO)C(=O)c2cc(Br)cnc2O[C@@H]1CN(C)C(=O)C1CCOCC1
    4 | ·
COc1ccc(NC(=O)CNS(=O)(=O)c2ccc(C)cc2)cc1Cl
    -4 | 2
CN(C)S(=O)(=O)N(CC(=O)Nc1ccccc1F)c1ccccc1
    -7 | 0
C[C@@H]1CCCCO[C@@H](CN(C)C(=O)CCCN(C)C)[C@@H](C)CN([C@H](C)CO)C(=O)c2cc(NS(=O)(=O)c3cccs3)ccc2O1
    11 | ·
C/C(=C/CCC(CO)C1CCC2(C)C3CCC4C(C)(C)C(OC5OC(CO)C(O)C(O)C5O)CCC45CC35CCC12C)COC1OC(COC2OC(CO)C(O)C(O)C2O)C(O)C(O)C1O (configuration not stated)
    10 | -2
C[C@@H]1CN([C@@H](C)CO)C(=O)c2cc(NC(=O)Nc3ccccc3)ccc2O[C@@H]1CN(C)S(=O)(=O)c1ccccc1
    · | 1
C[C@H]1CN([C@@H](C)CO)C(=O)c2cc(NC(=O)CCCN(C)C)ccc2O[C@@H]1CN(C)Cc1ccc2c(c1)OCO2
    · | -1
C=C(C(=O)O[C@H]1C[C@]2(C)C(C(C=O)CC[C@H]2O)[C@H]2OC(=O)C(=C)[C@H]12)C(O)CO (some centres not stated)
    -8 | 1
O=C(Cn1cnc2ccccc2c1=O)Nc1cc(Cl)c(Cl)cc1Cl
    1 | -3
C[C@H]1CCCCO[C@H](CN(C)C(=O)c2ccccc2)[C@@H](C)CN([C@@H](C)CO)C(=O)c2cc(NC(=O)Nc3ccc(F)cc3)ccc2O1
    -20 | ·
C[C@@H]1CN([C@@H](C)CO)S(=O)(=O)c2ccc(-c3cccnc3)cc2O[C@@H]1CN(C)C(=O)NC1CCCC1
    -5 | ·
CCOc1ccc(-c2nc(C#N)c(NCCCN(CC)CC)o2)cc1
    18 | ·
CCn1c(=O)n(C2=C(CO)CN(CC3CCCCCCC3)CC2)c2ccccc21
    -6 | ·
O=C(CCN1C(=O)c2ccccc2C1=O)Nc1ccc2c(c1)OCCO2
    -5 | 0
C[C@@H]1CN([C@H](C)CO)C(=O)c2cc(NC(=O)c3ccncc3)ccc2O[C@@H]1CN(C)C(=O)Nc1ccc(F)cc1
    3 | ·
C[C@@H]1CN([C@@H](C)CO)S(=O)(=O)c2ccc(Br)cc2O[C@H]1CN(C)C(=O)CC1CC1
    5 | ·
COC(=O)c1ccccc1NC(=O)CSc1nnc(-c2cccnc2)n1-c1ccccc1
    -3 | -5
CC1(C)C=Cc2c(cc3occ(-c4ccc5c(c4)OCO5)c(=O)c3c2O)O1
    23 | 5
C[C@H]1CN([C@@H](C)CO)C(=O)Cc2cc(NS(=O)(=O)c3cn(C)cn3)ccc2O[C@H]1CN(C)Cc1ccccc1
    2 | 1
CC(C)NC(=O)N(C)C[C@H]1Oc2ccc(NC(=O)C3CC3)cc2CC(=O)N([C@H](C)CO)C[C@@H]1C
    7 | ·
COc1ccc(OC)c(C(=O)c2ccc(C(=O)NCc3nc(-c4ccccc4)cs3)cc2)c1
    6 | 4
CC(C(=O)NC1CCCCC1)N(c1ccc(Cl)cc1)S(C)(=O)=O (configuration not stated)
    -1 | -2
O=c1c2c(nc(NCCCO)n1Cc1ccccc1)-c1ccccc1CC21CCCC1
    17 | 3
C[C@@H]1CN([C@H](C)CO)C(=O)c2cc(NC(=O)Cc3cn(C)c4ccccc34)ccc2O[C@H]1CN(C)Cc1ccncc1
    · | -2
Cc1noc(C)c1NC(=O)Nc1ccc2c(c1)CC(=O)N([C@H](C)CO)C[C@@H](C)[C@H](CN(C)Cc1ccncc1)O2
    -1 | 0
COc1ccc(NC(=O)N(C)C[C@H]2Oc3c(NS(=O)(=O)c4cccs4)cccc3C(=O)N([C@@H](C)CO)C[C@@H]2C)cc1
    0 | ·
CC(C)NC(=O)N(C)C[C@@H]1OCCCC[C@@H](C)Oc2ccc(NC(=O)CCC(F)(F)F)cc2C(=O)N([C@H](C)CO)C[C@@H]1C
    5 | -3
C[C@@H]1CCCCO[C@@H](CN(C)C(=O)CCCN(C)C)[C@H](C)CN([C@@H](C)CO)C(=O)c2cc(NC(=O)c3ccncc3)ccc2O1
    0 | ·
Cc1ccc(S(=O)(=O)Nc2ccc3c(c2)C(=O)N([C@@H](C)CO)C[C@@H](C)[C@@H](CN(C)Cc2ccc(C(=O)O)cc2)O3)cc1
    · | 3
NC(N)=NCc1cccc(I)c1
    -7 | 0
C[C@H]1CN([C@@H](C)CO)C(=O)CCCn2nncc2CO[C@H]1CN(C)S(=O)(=O)c1ccc(-n2cccn2)cc1
    · | 0
c1ccc2c(c1)CCCC2C1=NCCN1 (configuration not stated)
    · | -6
C[C@H](CO)N1C[C@H](C)[C@H](CN(C)S(=O)(=O)c2ccc(Cl)cc2)Oc2ccc(NC(=O)C3CC3)cc2C1=O
    · | 1
C[C@@H]1CN([C@H](C)CO)C(=O)c2cccc(NC(=O)c3nc4ccccc4s3)c2O[C@@H]1CN(C)CC1CC1
    5 | ·
C=C[C@@]1(C)C[C@@]2(OC[C@@]3(C)O[C@@H]23)Oc2c1c(=O)oc1cccc(C)c21
    43 | 2
CC(C)N(Cc1nc(-c2ccc(Cl)cc2)no1)S(=O)(=O)c1cccc([N+](=O)[O-])c1
    9 | 0
COc1ccc(CNC(=O)C[C@H]2C[C@H]3c4cc(NC(=O)CN(C)C)ccc4O[C@H]3[C@H](CO)O2)cc1
    -3 | ·
C[C@H](CO)N1C[C@H](C)[C@H](CN(C)Cc2ccc3c(c2)OCO3)OCc2cn(nn2)CCCC1=O
    6 | 6
C[C@@H]1CN([C@H](C)CO)C(=O)CCCn2nncc2CO[C@H]1CN(C)C(=O)Nc1ccccc1F
    -1 | ?
COc1ccc(NC(=O)N(C)C[C@H]2Oc3ccc(NC(=O)Nc4ccccc4)cc3CC(=O)N([C@@H](C)CO)C[C@@H]2C)cc1
    3 | -1
C[C@H](CO)N1C[C@H](C)[C@H](CN(C)C(=O)NC2CCCCC2)Oc2ccc(NC(=O)CCN3CCOCC3)cc2C1=O
    · | 3
